USP28 inh = blocks human USP28 ubiquitin-rhodamine cleavage. purified USP28, Ub-rhodamine cleavage fluorescence, 30 min. inhibition, % at 25 µM. 3% of 47,000 active. AID 1645857
Target sequence (Q96RU2 whole entry, looked up): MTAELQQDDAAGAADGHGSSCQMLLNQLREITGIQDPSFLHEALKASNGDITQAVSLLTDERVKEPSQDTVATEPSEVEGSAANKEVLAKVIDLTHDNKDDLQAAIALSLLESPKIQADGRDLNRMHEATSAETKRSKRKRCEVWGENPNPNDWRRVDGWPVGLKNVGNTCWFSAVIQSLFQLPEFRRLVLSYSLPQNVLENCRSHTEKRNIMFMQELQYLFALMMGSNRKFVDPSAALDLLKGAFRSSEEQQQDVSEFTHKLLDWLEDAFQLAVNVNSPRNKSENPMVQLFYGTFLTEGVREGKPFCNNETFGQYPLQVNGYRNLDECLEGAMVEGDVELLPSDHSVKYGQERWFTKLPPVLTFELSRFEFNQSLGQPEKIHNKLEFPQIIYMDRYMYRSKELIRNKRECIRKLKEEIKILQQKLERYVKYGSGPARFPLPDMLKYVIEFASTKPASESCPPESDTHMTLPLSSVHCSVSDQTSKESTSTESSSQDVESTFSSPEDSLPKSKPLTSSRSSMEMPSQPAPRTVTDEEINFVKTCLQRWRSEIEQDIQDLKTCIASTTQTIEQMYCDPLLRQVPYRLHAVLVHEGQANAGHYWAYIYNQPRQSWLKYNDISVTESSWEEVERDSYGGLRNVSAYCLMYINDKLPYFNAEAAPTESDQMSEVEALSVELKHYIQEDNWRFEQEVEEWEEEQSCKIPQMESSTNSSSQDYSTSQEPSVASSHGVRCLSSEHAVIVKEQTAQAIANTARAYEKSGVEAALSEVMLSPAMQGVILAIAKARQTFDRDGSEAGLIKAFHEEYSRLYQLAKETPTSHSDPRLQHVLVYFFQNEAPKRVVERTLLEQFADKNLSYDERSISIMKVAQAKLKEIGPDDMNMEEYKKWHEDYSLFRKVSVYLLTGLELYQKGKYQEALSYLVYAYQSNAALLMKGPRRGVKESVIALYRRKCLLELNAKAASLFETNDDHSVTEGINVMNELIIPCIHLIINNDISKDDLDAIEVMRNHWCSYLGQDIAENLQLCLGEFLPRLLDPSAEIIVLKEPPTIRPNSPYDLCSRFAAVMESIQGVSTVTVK
OTUD3 block = human OTUD3 deubiquitinase inhibition. Q5T2D3. purified OTUD3, Ub-rhodamine fluorescence, 2 h. inhibition, % at 25 µM. 0.7% of 47,000 active. AID 1645858
USP30 block = blocks human USP30 ubiquitin-rhodamine cleavage; AID 1645860; purified USP30, Ub-rhodamine cleavage fluorescence; 5.3% of 47,000 active; inhibition, % at 25 µM; Q70CQ3
USP10 block = blocks human USP10 ubiquitin-rhodamine cleavage. Q14694. 1.1% of 47,000 active. inhibition, % at 20 µM. purified USP10, Ub-rhodamine fluorescence, 60 min
UCHL1 block = human UCHL1 deubiquitinase inhibition. P09936. purified UCHL1, Ub-rhodamine cleavage fluorescence. inhibition, % at 20 µM. 0.2% of 47,000 active. AID 1645859
USP7 inh = inhibitors of human USP7 deubiquitinase; Q93009; purified USP7, Ub-rhodamine cleavage fluorescence; inhibition, % at 20 µM; 0.3% of 47,000 active
USP8 inh = human USP8 deubiquitinase inhibition. P40818. purified USP8, Ub-rhodamine cleavage fluorescence, 30 min. inhibition, % at 20 µM. 4.2% of 47,000 active
USP17 inh = blocks human USP17 ubiquitin-rhodamine cleavage; purified USP17, Ub-rhodamine cleavage fluorescence, 3 h; inhibition, % at 50 µM; 6.5% of 47,000 active; AID 1645855
Active calls of the source: *; i = inactive; / = not tested or not shown. Rule as the data show it: active = inhibition above about 30%; inactive = the rest.

SMILES	USP28 inh	OTUD3 block	USP30 block	USP10 block	UCHL1 block	USP7 inh	USP8 inh	USP17 inh
CC1(C(=O)NC2CCCC2)CCC(=O)N1c1ccc(F)cc1F (stereo not drawn)	0	-3	-2	2	-1	-2	-83	5
CCn1cc(C(=O)N2CCOC(c3cccc(N)n3)C2)cn1 (stereo not drawn)	-1	-3	2	1	-1	0	0	-4
CCOC(=O)c1noc2ncnc(N3CCc4ccccc43)c12	-2	-5	-1	0	-1	-3	-13	8
CCc1nc(N2CCCC2=O)sc1C(=O)Nc1ccc(F)cc1C	6	6	-2	-5	0	1	-8	-3
CCn1c(=O)n(CC(=O)c2ccccc2F)c2c(C(N)=O)nc(-c3ccco3)nc21	-1	-7	-106	-6	9	14	24	26
Cc1cc(C(=O)COc2ncnc3c(Cl)cc(Cl)cc23)c(C)n1CC1CCCO1 (stereo not drawn)	1	1	-27	-5	2	7	6	-7
Cc1n[nH]c(C)c1S(=O)(=O)Nc1ncn(Cc2ccccc2F)n1	-1	-3	3	1	0	1	-3	-1
CC1CC(C)CN(C(=O)CCc2nnc3ccc(N4CCCC4)nn23)C1 (stereo not drawn)	7	9	31*	1	3	5	21	18
CC1Cc2ccccc2N1C(=O)Cn1c(CC(=O)N2CCCC2)nc2ccccc21 (stereo not drawn)	-9	-1	2	1	-1	-5	-11	-16
COc1cc(/C=C/C(=O)O)ccc1O	-4	-1	7	0	0	2	5	-2
COc1ccc(CC(NC(C)=O)C(=O)NC2CCN(c3nc(OC)nc(OC)n3)CC2)cc1 (stereo not drawn)	18	12	32*	0	2	4	7	17
Oc1sc(C=Nc2cc(Cl)ccc2Cl)c2ccccc12	0	-11	-58	-10	-9	-5	47*	54*
COCCn1c(=O)[nH]c2cc(C(=O)NCc3ccc(Cl)cc3)ccc2c1=O	-10	5	0	3	-1	0	-1	0
Cc1ccc(C(=O)NCc2noc(C3CCCC3)n2)c(C)c1	7	7	8	2	2	1	0	6
CCc1cccc(NC(=O)C2CCc3nc(N4CCN(C(C)=O)CC4)sc3C2)c1 (stereo not drawn)	4	-5	-17	-2	2	0	-9	-21
O=C(NNc1ncc(C(F)(F)F)cc1Cl)c1cccn1-c1ncc(C(F)(F)F)cc1Cl	3	9	0	2	1	-5	13	18
NS(=O)(=O)c1ccc(CCNC(=O)c2ccc(S(=O)(=O)Nc3ccccc3F)cc2)cc1	1	0	0	3	1	6	4	-1
O=C(CCn1c(=S)oc2ccccc21)Nc1ccc(O)c(-c2nc3ccccc3o2)c1	-15	-14	-47	-1	-1	0	33*	-5
Cc1cccc(C)c1OCC(=O)NCC(c1ccco1)N1CCOCC1 (stereo not drawn)	-19	-12	-60	-5	-1	-14	-4	-24
c1ccc(-c2cc(CC3(NC4CCCCC4)COC3)no2)nc1	-17	-9	-70	-6	0	/	-16	-45
COc1cccc(-c2nnc(NC(=O)C(c3ccccc3)c3ccccc3)o2)c1	-3	1	-2	20	0	6	-43	14
CCn1cc(C(=O)NCc2ccccc2OC)c(=O)c2cc(S(=O)(=O)N3CCC(C)CC3)ccc21	6	1	25	2	11	10	-13	11
Cc1ccc(-n2nc(C(=O)NC3CCCC3)cc2-c2cccnc2)cc1	7	-4	15	2	0	0	-7	-9
Cc1ccc(NC(=O)C2CC(=O)NC(Nc3ccccc3)=N2)cc1 (stereo not drawn)	-5	0	-7	1	-2	-1	-1	-3
c1coc(CNc2nc3ccccc3n3nnnc23)c1	-254	-188	i	-3	-154	-140	-331	-142
O=C(NCc1ccncc1)C1CCN(c2cnc(N3CCCCCC3)nc2)CC1	11	-13	-67	-7	-5	-8	-10	-17
Cc1c(Cl)cccc1NC(=O)C(C)n1cnc2scc(-c3ccc4c(c3)CCCC4)c2c1=O (stereo not drawn)	-47	-49	-244	-5	-29	-33	1	-74
O=S(=O)(c1ccc2nsnc2c1)N1CCCCC1c1cccnc1 (stereo not drawn)	-24	-21	-103	-5	-9	-9	-102	-27
CC(C)[C@H](NC(=O)[C@H](Cc1c[nH]c2ccccc12)n1c(=O)[nH]c2ccccc2c1=O)C(=O)NCC1CCC(C(=O)O)CC1 (stereo partly drawn)	-8	-7	-5	2	1	-4	-25	-7
Cn1nc(C2CCN(S(=O)(=O)c3ccc(Cl)cc3)CC2)c2nccnc21	7	13	9	0	1	1	-1	13
O=C(Cn1c(=O)n(Cc2ccc3c(c2)OCO3)c(=O)c2ccccc21)N1CCCc2ccccc21	-16	-11	-19	-2	2	0	-9	-14
CCc1c(C)nc2ncnn2c1Sc1ccccc1NC(=O)c1ccc2c(c1)OCO2	8	15	19	0	1	12	14	15
Cc1ccc(Nc2nc(N)nc(CSc3ccc4c(c3)CCC4)n2)cc1	4	0	8	11	6	6	15	3
CC1CCN(C(=O)C2CCN(S(=O)(=O)Cc3ccccc3F)CC2)CC1	0	-3	-9	0	-1	0	-7	-6
CC(/C=C/C(O)=C1/C(=O)CNC1=O)=C\[C@@H](C)[C@H]1O[C@@]2(C)O[C@H](C=C[C@@]23CO3)[C@@H]1C	-7	-7	-19	-1	-4	0	-25	-25
Cc1ccc2c(c1)C(=O)NC1(CCN(C(=O)NC3CCCCC3)CC1)N2C	4	10	22	5	1	3	16	9
Cc1noc(-c2ccc(=O)n(CCOc3ccccc3)c2)n1	7	7	13	0	2	3	14	1
CCc1nc(N2CCCC2=O)sc1C(=O)Nc1cccc(C(C)=O)c1	52*	8	14	2	4	0	5	12
O=c1ccc(-c2noc(-c3n[nH]c4ccccc34)n2)c[nH]1	-77	-51	-194	0	-17	-13	56*	-27
Cn1ncc2c(NCc3ccc(F)cc3)nc(N3CCCCC3)nc21	12	-19	-35	7	6	-120	-8	-12
COc1cccc(-n2ccn3cc(-c4ccccc4C)nc3c2=O)c1	-1	-9	-34	1	0	-4	-12	-10
CCC(C)C(=O)NC(=NCCc1c[nH]c2ccccc12)Nc1nc(C)cc(C)n1 (stereo not drawn)	-8	-4	-19	13	9	0	-6	-13
COc1ccc(Cl)cc1NC(=O)CN1C(=O)CC(c2ccco2)Sc2ccccc21 (stereo not drawn)	13	9	-30	4	11	3	12	-9
Cn1ccnc1-c1cc2nc3c(c(NCCc4cnc[nH]4)n2n1)CCCC3	-6	-10	-14	-1	-2	0	-27	-41
Cc1nnc(-c2ccc(=O)n(CC(=O)Nc3ccc(Cl)cc3)c2)o1	-8	-6	3	-1	-2	-1	-97	-22
Cc1ccc(C2=Nc3ncnn3C2=NCc2ccccc2)cc1	7	5	2	10	4	3	19	6
COc1cccc(-c2cc(C(=O)N3CCN(C(=O)c4ccco4)CC3)[nH]n2)c1	7	-2	-13	-4	-7	0	-1	-7
Cc1nnc(-c2cc(S(=O)(=O)NCc3ccc(Cl)cc3)c[nH]2)o1	9	7	10	1	1	6	11	6
CCN1CCN(c2oc(-c3ccc(COc4ccccc4)o3)nc2C#N)CC1	8	6	11	1	7	-7	-3	3
CCn1cc(S(=O)(=O)NCc2ccccc2F)c2cccnc21	12	-1	-39	0	1	3	23	13
Cc1cc2n(n1)CCCN2C(=O)CCC(=O)NCc1cccc(F)c1	0	-6	-11	1	0	-2	-19	-5
CC1(C)C=C(CC(=O)N2CCOC(c3cccc(-c4cnc(N)nc4)n3)C2)CC(C)(C)N1 (stereo not drawn)	0	8	-6	-3	-2	1	-14	-8
C(#CC(/C=C/c1ccccc1)c1ccnc2ncccc12)/C=C/c1ccccc1 (stereo not drawn)	-1	1	11	4	0	3	1	0
CCOC(=O)C1CCN(C(=O)c2cccnc2Oc2ccccc2)CC1	-1	0	3	0	-3	0	0	0
O=C(Nc1cccnc1)c1coc(NC(=O)c2ccco2)n1	6	6	2	0	0	4	-142	-11
COc1cccc(CNC(=O)C2=Cc3cccc(OC)c3OC2)c1	60*	0	0	-1	0	0	20	-103
CCOC(=O)Cn1nc(/C=C/c2ccc(OC)cc2)ccc1=O	0	8	14	0	2	3	0	3
CCCc1nc2sc3c(NCCC(C)C)ncnc3c2c2c1CCC2	29	-15	-16	-9	-8	-3	-5	-23
O=C(Cc1coc2ccc3ccccc3c12)NCc1cccc(C(F)(F)F)c1	-45	-27	-181	-2	-7	-10	-17	-53
Cc1nc2nc(N(C)S(=O)(=O)c3ccccc3)nn2c(C)c1Cl	5	-8	-9	0	0	-3	-5	-6
Remaining list, next part.
SMILES	USP28 inh	OTUD3 block	USP30 block	USP10 block	UCHL1 block	USP7 inh	USP8 inh	USP17 inh
O=C(c1ccc2cc[nH]c2c1)N1CCCC2(COCCN(CC3CC3)C2)C1 (stereo not drawn)	-14	-4	-18	-2	-1	-3	-42	-19
CCCC(=O)N1CCCC(c2nnc(C(=O)Nc3ccc(C)cc3)s2)C1 (stereo not drawn)	27	8	28	0	2	1	-4	-2
O=C(COc1ccc(F)cc1)NC(c1ccc(F)cc1)c1nnc(-c2ccccc2)o1 (stereo not drawn)	5	6	11	1	3	2	-1	6
CCOC(=O)CNC(=O)N1CCC(=O)N(C)c2ccccc2C(OC)C1 (stereo not drawn)	-3	2	1	2	-2	3	-26	0
O=c1c2cnc3nc(-c4cccnc4)nn3c2ccn1CCN1CCOCC1	0	1	0	-4	-3	2	-24	0
CCC(CC)C(=O)N1CCC(c2nc3c(nnn3Cc3ccc(C)cc3)c(=O)[nH]2)CC1	13	5	30	8	1	-9	19	13
COc1ccc(OC)c(-n2c(SCC(=O)N3CCCC3)nnc2-c2c[nH]c3ccccc23)c1	-1	0	9	-2	0	-2	0	-2
O=C(c1ccc(F)cc1)N1CCc2cc(-c3csc(Nc4ccccc4)n3)ccc21	-8	-15	-135	-2	1	3	-88	-23
Cc1ccc(CNC(=O)N2CC(c3nc(C)no3)C3(CCOCC3)C2)cc1 (stereo not drawn)	8	11	20	2	4	0	9	10
O=C(c1cccnc1)N1CCC2(CC1)COc1ccccc1S(=O)(=O)N(CC1CC1)C2	10	11	1	-3	1	1	-25	-8
Cc1nc(NCC2CCN(C(=O)CCN)CC2)c2cc(Cl)ccc2n1	0	0	-4	4	-2	2	-31	-3
COc1ccc(S(=O)(=O)N2CCC(c3nc4ccccc4s3)CC2)cc1	8	9	16	1	0	8	16	7
CC(=O)N1CCc2cc(S(=O)(=O)N3CCN(C)CC3)ccc21	-12	-6	-15	0	-1	2	4	-11
N#Cc1ccc(C(=O)Nc2cccc(C(=O)N3CCCC3C(=O)NC3CCCC3)c2)cc1 (stereo not drawn)	-5	-7	-11	1	0	-86	1	-7
O=C1CCCN1c1ccc(OCC(=O)N2CCCc3ccccc32)cc1	-4	-1	11	-1	-2	3	1	-7
O=C(CCc1nnc2n(Cc3ccccc3Cl)c(=O)c3ccccc3n12)N1CCN(c2ccccn2)CC1	6	10	22	-1	2	-5	2	8
NS(=O)(=O)c1cccc(NC(=O)CCc2nc3ccccc3s2)c1	-6	-7	-18	-3	0	-6	-6	-11
Cc1cc(CN2C(=O)NC(Cc3ccccc3)(c3ccccc3)C2=O)no1 (stereo not drawn)	5	5	20	1	6	3	16	1
CCOC(=O)Cc1ccc(NC(=O)Nc2ccc3snnc3c2)cc1	13	3	-21	1	1	-7	-1	27
COc1ccccc1NC(=O)N[C@H]1C[C@H]2CN(C)c3ccccc3CN2C1	-11	-8	-22	-2	-2	-1	-1	-21
Cc1noc(-c2cccn(Cc3noc(-c4ccccc4C)n3)c2=O)n1	0	13	1	-4	-2	0	-10	6

12 structures already listed, ordered by formula weight, highest first:
SMILES	USP28 inh	OTUD3 block	USP30 block	USP10 block	UCHL1 block	USP7 inh	USP8 inh	USP17 inh
COc1ccc(OC)c(-n2c(SCC(=O)N3CCCC3)nnc2-c2c[nH]c3ccccc23)c1	-1	0	9	-2	0	-2	0	-2
N#Cc1ccc(C(=O)Nc2cccc(C(=O)N3CCCC3C(=O)NC3CCCC3)c2)cc1 (stereo not drawn)	-5	-7	-11	1	0	-86	1	-7
CCC(CC)C(=O)N1CCC(c2nc3c(nnn3Cc3ccc(C)cc3)c(=O)[nH]2)CC1	13	5	30	8	1	-9	19	13
O=C(COc1ccc(F)cc1)NC(c1ccc(F)cc1)c1nnc(-c2ccccc2)o1 (stereo not drawn)	5	6	11	1	3	2	-1	6
O=C(c1ccc(F)cc1)N1CCc2cc(-c3csc(Nc4ccccc4)n3)ccc21	-8	-15	-135	-2	1	3	-88	-23
COc1ccc(S(=O)(=O)N2CCC(c3nc4ccccc4s3)CC2)cc1	8	9	16	1	0	8	16	7
Cc1ccc(CNC(=O)N2CC(c3nc(C)no3)C3(CCOCC3)C2)cc1 (stereo not drawn)	8	11	20	2	4	0	9	10
O=C(c1ccc2cc[nH]c2c1)N1CCCC2(COCCN(CC3CC3)C2)C1 (stereo not drawn)	-14	-4	-18	-2	-1	-3	-42	-19
COc1ccccc1NC(=O)N[C@H]1C[C@H]2CN(C)c3ccccc3CN2C1	-11	-8	-22	-2	-2	-1	-1	-21
Cc1nc(NCC2CCN(C(=O)CCN)CC2)c2cc(Cl)ccc2n1	0	0	-4	4	-2	2	-31	-3
CCOC(=O)Cc1ccc(NC(=O)Nc2ccc3snnc3c2)cc1	13	3	-21	1	1	-7	-1	27
CC(=O)N1CCc2cc(S(=O)(=O)N3CCN(C)CC3)ccc21	-12	-6	-15	0	-1	2	4	-11

Source: PubChem BioAssay
